# V1R ag counter: activates human V1a receptor in oxytocin agonist counter-screen. P37288. CHO-V1R cells, Fluo-8 calcium fluorescence, agonist mode; 0% DMSO, 100% 3 nM vasopressin. activation, % at 3 µM. 320,000 tested, 0.25% active. AID 2797;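 active = activation above the mean activation of all tested compounds plus 3 SD, per screening run, cut at about 20% in these data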;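 note: signal is peak over basal fluorescence ratio across a 100 second FLIPR read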
# Target sequence (P37288 whole entry, looked up): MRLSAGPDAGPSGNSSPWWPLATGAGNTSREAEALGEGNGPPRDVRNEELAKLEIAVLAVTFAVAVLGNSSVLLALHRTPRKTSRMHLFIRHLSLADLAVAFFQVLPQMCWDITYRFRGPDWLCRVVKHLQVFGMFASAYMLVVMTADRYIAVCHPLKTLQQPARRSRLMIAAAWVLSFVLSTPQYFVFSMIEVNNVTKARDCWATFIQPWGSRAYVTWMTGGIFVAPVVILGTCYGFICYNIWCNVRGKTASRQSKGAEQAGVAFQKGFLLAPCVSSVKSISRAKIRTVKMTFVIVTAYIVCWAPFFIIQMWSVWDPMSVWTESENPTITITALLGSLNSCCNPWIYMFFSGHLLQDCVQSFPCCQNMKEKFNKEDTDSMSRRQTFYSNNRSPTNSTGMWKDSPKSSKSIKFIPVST
# TAAR1 antag: antagonists of human TAAR1 | Q96RJ0 | CHO RD-HGA16 TAAR1, Fluo-8 calcium fluorescence, antagonist | inhibition, % at 3 µM | 360,000 tested, 1.5% active;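 active = inhibition above a per-plate cutoff, the mean inhibition of test compounds on that plate plus 3 SD, cut at about 49% in these data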;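 note: 0% = DMSO plus EC80 beta-PEA response and 100% = DMSO alone without agonist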
#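 System: RD-HGA16 CHO cells with stable hTAAR1 and Gα16 | Probe or stimulus: EC80 β-phenethylamine stimulus | Dosing: 3 µM, single point | Times: Dye loading 75 min at 37 °C, then 30 min room temperature | Measured by: Fluo-8 calcium-sensitive fluorescence | Read-out basis: % inhibition of agonist calcium response | Replicates: n of 1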
# CHRM1 PAM: human CHRM1 positive allosteric modulation | CHO-K1 hM1, Fluo-8 calcium fluorescence, ACh EC20; 0% = ACh EC20, 100% = maximal ACh | activation, % at 3 µM | 360,000 tested, 0.088% active | AID 588819; in the data active = activation above about 19%, passing the limit was not always enough
# OXTR potentiator: potentiates the human oxytocin receptor response; P30559; CHO-OTR cells, Fluo-8 calcium fluorescence, potentiator mode; 0% = oxytocin EC15, 100% = EC100; activation, % at 3 µM; 320,000 tested, 0.061% active; AID 2445;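 active = activation above that plate's cutoff, the mean activation of tested compounds plus 3 SD, cut at about 6.6% in these data, passing the limit was not always enough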;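 note: 100% uses oxytocin at 75 nM as the full agonist control; some results filed as inactive read as strong as hits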
# Target sequence (P30559 whole entry, looked up): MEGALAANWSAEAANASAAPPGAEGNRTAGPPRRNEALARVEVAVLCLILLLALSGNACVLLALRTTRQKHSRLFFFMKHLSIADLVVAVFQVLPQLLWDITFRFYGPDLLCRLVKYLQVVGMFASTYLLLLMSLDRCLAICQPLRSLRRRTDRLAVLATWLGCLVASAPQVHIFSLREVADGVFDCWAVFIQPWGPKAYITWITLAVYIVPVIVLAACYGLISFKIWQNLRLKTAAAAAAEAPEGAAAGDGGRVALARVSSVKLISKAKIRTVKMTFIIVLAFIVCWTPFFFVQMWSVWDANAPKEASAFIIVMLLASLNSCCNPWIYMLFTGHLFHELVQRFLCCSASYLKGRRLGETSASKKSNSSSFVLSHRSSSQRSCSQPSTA
#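 assay system = CHO-OTR cells, human receptor | schedule = compound 6 min at room temperature before oxytocin, 100 s read | detection = Fluo-8 intracellular calcium fluorescence, ex 470-495, em 515-575 nm | evaluation = normalized max/min fluorescence ratio, % activation | control set = EC15 oxytocin alone as 0%, 75 nM oxytocin (EC100) as 100%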
# TAAR1 ag: human TAAR1 agonism; 360,000 tested, 0.99% active; CHO RD-HGA16 TAAR1, Fluo-8 calcium fluorescence; vehicle wells 0%, saturating PEA agonist 100%; activation, % at 3 µM; AID 624467;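 active = activation above the mean activation of all test compounds in the run plus 3 SD, cut at about 38% in these data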
#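 System: CHO-derived RD-HGA16 cells with stable Gα16 and human TAAR1. Times: 17-24 h plating, Fluo-8 75 min 37 °C, 30 min RT. Measured by: calcium-sensitive Fluo-8 signal, excitation 470-495, emission 515-575 nm. Read-out basis: % activation relative to PEA EC100 response. Control set: DMSO and PEA EC100. Repeats: no replicates (n 1).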
# CHRM1 antagonist: antagonists of human M1 muscarinic receptor; AID 588852; CHO-K1 hM1, Fluo-8 calcium fluorescence, ACh EC80 antagonist; inhibition, % at 3 µM; 360,000 tested, 1.3% active;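 active = percent inhibition above its own plate's cutoff, namely the mean of that plate's compound wells plus 3 SD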;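 note: peak over basal fluorescence ratio during 140 s after agonist addition; 0% = ACh EC80 plus DMSO and 100% = DMSO alone without agonist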
# CHO parental Ca: counter-screen: ATP calcium response change in parental CHO cells; parental CHO-K1, ATP-induced calcium, Fluo-8 fluorescence; inhibition, % at 5.6 µM; 330,000 tested, 0.63% active;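 active = inhibition above that plate's mean sample inhibition plus 3 SD, cut at about 26% in these data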;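 note: 0% = ATP-challenged DMSO wells and 100% = DMSO wells without ATP; some compounds past the cut are filed as inactive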
#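 Test system: untransfected parental CHO cell line. Compound: one dose, 5.6 µM nominal. Detection: intracellular calcium via Fluo-8 no-wash fluorescent dye. Measure: % inhibition. Benchmarks: ATP-challenged DMSO wells low, unchallenged DMSO wells high.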
# OXTR ag: activates the human oxytocin receptor. CHO-OTR cells, Fluo-8 calcium fluorescence; normalized: DMSO 0%, oxytocin 100%. 320,000 tested, 0.32% active. activation, % at 3 µM. P30559;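 active = activation above the mean of all tested compounds plus 3 SD, cutoff set per screening run, cut at about 20% in these data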;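 note: peak over basal fluorescence ratio from a 100 s FLIPR kinetic read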
# CHRM1 agonist: activates human CHRM1 receptor; 360,000 tested, 0.33% active; CHO-K1 hM1, Fluo-8 calcium fluorescence, agonist mode; 0% DMSO, 100% acetylcholine EC100; AID 588814; P11229; activation, % at 3 µM;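 active = activation above the run's mean compound activation plus 3 SD, cut at about 16% in these data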;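 note: peak over basal fluorescence ratio within a 140 s kinetic read after compound addition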
# * marks the source's active call; other numbers are inactive results; . = no result given.
canonical_smiles	V1R ag counter	TAAR1 antag	CHRM1 PAM	OXTR potentiator	TAAR1 ag	CHRM1 antagonist	CHO parental Ca	OXTR ag	CHRM1 agonist
O=C(Oc1ccc([N+](=O)[O-])cc1)c1ccc(Cl)c(S(=O)(=O)N2CCCCC2)c1	3.1	.	.	-8	.	.	-2	3.5	.
CCOc1ccccc1CNc1nc2nc3c(c(=O)n2[nH]1)CCC3	0.5	3	2	-2	4	-21	-5	-0.1	-1
Cc1ccc(SCC(=O)n2nc(C)cc2C)cc1	0.1	-17	11	-2	4	-9	-5	0.2	-5
COc1ccc(NS(=O)(=O)c2ccc3c(c2)NC(=O)CC(=O)N3)cc1OC	0.4	-12	6	-9	2	-7	-3	-0.5	-2
CN(CCc1ccccn1)C1CC(=O)N(c2ccc(Cl)cc2)C1=O (stereo not drawn)	1.2	7	4	-19	68*	-22	-25	0.6	-3
CC(=O)Nc1cccc(-c2ccnc3c2CC(C)(C(=O)NCc2ccc(F)c(F)c2)O3)c1 (stereo not drawn)	.	-6	6	.	3	-4	.	.	1
Cc1cc(C)nc(SCc2ccc(C(=O)N/N=C3\CC(C)CC(C)(C)C3)cc2)n1 (stereo not drawn)	-0.6	-32	5	4	0	0	-9	-1.4	-4
CCOc1ccccc1CN1C(=O)NC2(CCCCCC2)C1=O	0.5	-22	5	-7	0	-8	-20	-1.8	-5
Cc1cc(N=O)c(C)cc1O	.	-37	4	.	1	-5	.	.	1
CC(C)(C)c1ccc(OCCC(=O)OCC(=O)NC(=O)NC2CCCC2)cc1	0.9	-21	2	-2	0	0	-21	0.4	-1
Oc1ccc(/C=N/n2c(COc3ccccc3)n[nH]c2=S)cc1O	15	-2	-9	-15	-1	8	-12	-0.6	-3
CC(NCCOCCOc1ccccc1)c1ccccc1 (stereo not drawn)	-0.7	11	4	3	4	-10	4	1.3	-15
Cc1ccc(NC(=S)c2ccccc2)cc1	-1.1	-11	5	0	-1	-8	-4	-2.2	-13
O=C1CC(SC(=Nc2ccccc2)Nc2ccccc2)C(=O)N1c1cccc(Cl)c1 (stereo not drawn)	1.0	-10	7	-8	0	-3	-14	0.2	-3
COc1ccc(-c2nc(CS(=O)CC(=O)NCc3ccc4c(c3)OCO4)c(C)o2)cc1 (stereo not drawn)	-0.2	-28	-10	-7	0	9	-24	-0.8	-4
C[C@@H]1CN([C@H](C)CO)C(=O)CCCn2nncc2CO[C@H]1CN(C)Cc1cccc(O)c1	.	-14	7	.	2	-14	.	.	-3
CCc1ccc(-c2cc(C)no2)cc1S(=O)(=O)N1CCN(c2ccccn2)CC1	-0.4	13	-6	-5	4	3	-28	-0.7	-5
CCCCN(C(=O)c1cccc(-n2cnnn2)c1)c1c(N)n(CC(C)C)c(=O)[nH]c1=O	-0.1	-11	6	6	5	-9	-3	1.9	-2
COc1ccc(CCNC(=O)C(=O)NCC2CCCN2S(=O)(=O)c2ccccc2)cc1OC (stereo not drawn)	-0.7	49*	-5	-4	17	24	-15	-2.3	-1
CC(C)CC(NC(=O)C1CCC(C)CC1)C(=O)Nc1ccc2c(c1)OCCO2 (stereo not drawn)	-1.6	-6	10	1	-2	-18	-22	-0.2	-3
CC(=O)N1CCN(Cc2nc3cc(NC(=O)c4cccc(Br)c4)ccc3n2C)CC1	0.8	-11	-4	1	0	1	-2	-0.1	-3
COc1cccc(NC(=O)Nc2cccs2)c1	2.9	19	1	-11	20	-3	-15	1.1	1
CN(C(=O)CC1C(=O)NCCN1CC1CCCCC1)C1CCOCC1 (stereo not drawn)	1.0	-19	10	2	0	-9	10	1.1	-2
CCC(=O)NC(=S)Nc1ccc(NC(=O)c2ccc([N+](=O)[O-])cc2Cl)cc1	5.3	-7	-7	-3	11	5	-8	5.0	2
COc1ccc(CCCc2nnc(SCC(=O)Nc3cccc(C)c3)o2)cc1	4.7	20	-7	-9	6	6	-3	3.1	-1
CCCC(=O)Nc1nnc(/C=C/c2ccc(OC)cc2)s1	-0.8	-6	-8	-4	2	18	-14	-0.9	-2
CCOC(=O)N1CCC(NC(=O)c2cnn3cccnc23)CC1	2.1	5	4	-16	9	-39	-7	-0.1	-2
CC(O)CCc1ccc(O)cc1 (stereo not drawn)	0.1	-2	10	-5	6	-4	6	0.0	-8
O=C(CSc1nnc(Cc2ccccc2)o1)N1CCCC1	-0.5	-12	19	-14	4	-18	-5	0.1	3
CC(C(=O)O)n1c2ccccc2c2cnn(C)c(=O)c21 (stereo not drawn)	.	-10	9	.	0	-8	.	.	-4
COc1ccc(-c2csc(Nc3ccc(Oc4ccccc4)cc3)n2)cc1	.	21	-12	.	5	-7	.	.	-3
CC(C)CC(NC(N)=O)C(=O)Nc1cccc([N+](=O)[O-])c1 (stereo not drawn)	2.3	-5	3	-3	1	5	-10	0.5	-4
COc1ccc(/C=N/N(C)c2cc(=O)n(C)c(=O)[nH]2)cc1OC	-0.2	-5	9	-10	2	-9	-2	-1.4	-6
CC(C)N1C(=S)SC(C)(C)C1NO (stereo not drawn)	-0.1	7	2	-2	9	-7	-10	-0.3	-4
CCOC(=O)c1c(-c2ccc(C)cc2C)csc1NC(=O)CSc1nnnn1C	2.7	17	-10	-11	2	-3	17	0.0	-4
CC(C)(C)OC(=O)C[C@@H]1C/C=C\C[C@@H](CC(=O)N[C@H](CO)Cc2ccccc2)C(=O)NC[C@H](c2ccccc2)OC1=O	1.0	53*	-3	-8	16	9	-7	1.6	-4

# An excerpt from above in order of number of heavy atoms, descending.
canonical_smiles	V1R ag counter	TAAR1 antag	CHRM1 PAM	OXTR potentiator	TAAR1 ag	CHRM1 antagonist	CHO parental Ca	OXTR ag	CHRM1 agonist
COc1ccc(/C=N/N(C)c2cc(=O)n(C)c(=O)[nH]2)cc1OC	-0.2	-5	9	-10	2	-9	-2	-1.4	-6
CC(C)CC(NC(N)=O)C(=O)Nc1cccc([N+](=O)[O-])c1 (stereo not drawn)	2.3	-5	3	-3	1	5	-10	0.5	-4
CC(C(=O)O)n1c2ccccc2c2cnn(C)c(=O)c21 (stereo not drawn)	.	-10	9	.	0	-8	.	.	-4

# Following part.
canonical_smiles	V1R ag counter	TAAR1 antag	CHRM1 PAM	OXTR potentiator	TAAR1 ag	CHRM1 antagonist	CHO parental Ca	OXTR ag	CHRM1 agonist
Cc1cc(C)nc(SCc2cc(=O)c(OC(=O)c3cc([N+](=O)[O-])ccc3Cl)co2)n1	0.6	-9	-2	-4	0	2	-8	-0.7	-4
O=C(c1ccc2c(c1)OCO2)C1CCCN(C(=O)NCc2ccccc2)C1 (stereo not drawn)	0.6	16	6	-8	-1	-2	-24	-1.4	-13
O=C(CC1C(=O)NCCN1C/C=C/c1ccccc1)NCCc1cccnc1 (stereo not drawn)	1.3	-15	-6	0	8	8	-11	-0.3	-8
CCO[C@H]1OC(C(=O)N2CCOCC2)=C[C@@H](c2ccccc2)[C@@H]1CCCO	0.8	-1	-22	-9	3	67*	4	0.2	-9
C=CCNC(=O)COC(=O)c1c2c(nc3ccccc13)CCC2	2.7	8	4	-4	7	-2	-19	0.8	-5
COc1cc(O)c(C=Nc2ccccc2NS(=O)(=O)c2ccc(C)cc2)c(OC)c1	.	-3	6	.	4	-11	.	.	-2
Cc1[nH]n(-c2ccccc2)c(=O)c1N=Nc1ccccc1O	.	36	4	.	14	3	.	.	-3
COC(=O)c1cccc(NC(=O)Cn2nnc3ccccc32)c1	0.5	-6	12	-13	5	-9	-11	0.8	-1
COc1ccccc1OCC(=O)N/N=C/C=C/c1ccc([N+](=O)[O-])o1	-0.2	-10	-4	-13	1	6	3	1.5	-6
Cc1oc2cc(OC(=O)c3ccco3)ccc2c(=O)c1-c1nc2ccccc2n1C	1.5	-18	5	-2	0	-5	-10	-1.4	-7
NC(=O)CC(NC(=O)Cc1ccc(Cl)cc1)c1ccc(NCCOc2ccccc2)c([N+](=O)[O-])c1 (stereo not drawn)	0.7	9	10	1	9	-3	-3	-0.5	-4
CCCS(=O)(=O)NC(=O)C1(C)CCCN(C(=O)c2ccnc(Cl)c2)C1 (stereo not drawn)	.	-19	4	.	1	-2	.	.	-2
C=CCn1c(SCc2nc3scc(-c4ccccc4)c3c(=O)[nH]2)nnc1-c1ccccc1F	1.9	4	-3	2	0	15	-22	-0.3	-6
CC(Oc1ccc(S(=O)(=O)N2CCCC2)cc1[N+](=O)[O-])C(=O)N(C)c1ccccc1 (stereo not drawn)	0.1	-16	1	-8	4	-11	-22	0.0	-6
Cc1cc(=O)n2nc(N3CCC(C(=O)NCc4ccc(Cl)cc4)CC3)sc2n1	0.1	-12	-4	5	-2	-1	-18	-1.2	-14
COc1ccccc1N1CC(C(=O)NCC2COc3ccccc3O2)CC1=O (stereo not drawn)	-0.4	8	7	-3	-2	-6	-16	-0.2	-3
COc1cc(SC)ccc1C(=O)OCC(=O)NCCC1=CCCCC1	-0.6	-3	14	4	2	-12	-20	-1.5	-2
COc1cccc(CNCCO)c1OCc1ccccc1Cl	-0.3	-16	9	-4	2	-5	-10	1.2	-7
COc1ccc(CNC(=O)N2CCN(c3ccc(F)cc3)CC2)cc1	3.8	5	5	0	2	-5	-9	0.8	0
CCOc1ccccc1NC(=O)c1cccc(NC(=O)CC(c2ccccc2)c2ccccc2)c1	2.0	21	4	26*	34	4	-27	3.5	11
O=[N+]([O-])c1cc(C(F)(F)F)ccc1NN=C1CCCC1	1.3	-7	2	-3	3	-3	3	-0.3	-6
Cc1c(C(=O)Oc2cccc3cccnc23)oc2ccccc12	1.4	-15	-2	-6	1	11	-6	-0.4	-5
COc1ccc(C)cc1-n1c(SCC(=O)N2CCOCC2)nc2ccccc2c1=O	.	5	-5	.	2	7	.	.	-4
O=C(Nc1cccnc1)c1ccc(COc2ccccc2Br)o1	4.9	18	1	-10	4	2	3	1.4	-4
COc1ccc(CN=C2NC(=O)CC(C(=O)Nc3ccc(Cl)cc3)S2)cc1 (stereo not drawn)	0.6	3	2	-1	0	1	-15	0.4	-5
CC(C)Cn1c(N)c(C(=O)COC(=O)[C@H](C)NC(=O)c2ccccc2Cl)c(=O)n(C)c1=O	7.0	-2	1	-12	4	5	7	3.3	0

# Compound activity (PubChem BioAssay)
